# aSyn yeast inh = rescues yeast growth from alpha-synuclein toxicity; AID 652106; hit rate 0.14% among 370,000; Yeast expressing alpha-synuclein, growth rescue, BacTiter-Glo, 24 h; Potency, µM (series often up to 46.1 µM), inactives show at the highest dose growth rescue (activation), actives largely listed as activators; note: potency is the fitted concentration of half-maximal effect; % of control where 0% means no effect; nearly all actives have a fitted effect of over 65% in size
#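 Rescue of yeast growth: cells expressing toxic alpha-synuclein, induced in galactose at OD600 0.02, incubated with compound 24 h at 30 C. ATP luminescence quantified growth; inhibitors of toxicity appear as activators.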
# GLP1R ag = activates the human GLP-1 receptor; P43220; HEK293 GLP-1R CRE-luciferase, luminescence, 4-6 h; cells express a hypersensitive GLP-1R form; Potency, µM (titrated, usually from 45.6 µM), inactives show top-dose activation, most hits filed as activators; hit rate 0.007% among 380,000; AID 624172; note: potency is the fitted concentration of half-maximal effect; % of control where 0% means no effect
# DRD3 antagonist = blocks the human D3 dopamine receptor; D3R cells, DiscoveRx beta-arrestin luminescence, antagonist mode; active compounds read low; hit rate 2.5% among 360,000; AID 652054; P35462; max response, negative = inhibition, %; in the data active = max response below about -50%; inconclusive = no clear call, values can overlap the other calls; note: % is set by controls: 0 for no effect and ±100 for the full control effect; mostly tested at two doses, the higher about 12 µM
# Target sequence (P35462 whole entry, looked up): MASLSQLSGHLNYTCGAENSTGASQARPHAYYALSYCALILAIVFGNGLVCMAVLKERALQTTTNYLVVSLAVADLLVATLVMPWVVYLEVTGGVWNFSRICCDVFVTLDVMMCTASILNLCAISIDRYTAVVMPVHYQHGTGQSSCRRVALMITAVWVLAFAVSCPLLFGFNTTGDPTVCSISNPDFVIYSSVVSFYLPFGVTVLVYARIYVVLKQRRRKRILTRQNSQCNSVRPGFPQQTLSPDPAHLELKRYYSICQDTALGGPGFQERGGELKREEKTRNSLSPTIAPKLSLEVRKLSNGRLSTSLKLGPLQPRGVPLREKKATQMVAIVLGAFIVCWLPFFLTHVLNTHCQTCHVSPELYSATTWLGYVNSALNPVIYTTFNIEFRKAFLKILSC
#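 Cells expressing the human receptor were seeded at 1500 cells/well, incubated overnight at 37 degrees C in 5% CO2, then exposed to library compounds with dopamine controls for 90 minutes at 37 degrees C before luminescent detection.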
# GLP1R inv ag = inverse agonists of human GLP-1 receptor | P43220 | HEK293 GLP-1R CRE-luciferase, luminescence, 24 h; GLP-1R form is constitutively active | Potency, µM (top dose mostly 38.3 µM), inactives show at the top dose activity change, negative = inhibition, usual class: inhibitors | hit rate 1.6% among 410,000; note: potency is the fitted concentration of half-maximal effect; % is set by controls: 0 for no effect and ±100 for the full control effect; nearly all actives have a fitted effect of over 55% in size
#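 HEK293 cells stably co-expressing constitutively active GLP-1R and a cAMP-responsive luciferase reporter were seeded in DMEM with 10% Nu serum, given compounds after 12 h, and incubated 24 h at 37 deg C. Luminescence was then read.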
# HEK293 tox = cytotoxicity in counter-screen for GLP-1R inverse agonists. HEK293 cAMP-luciferase reporter cells, luminescence, 24 h. AID 624418. hit rate 0.13% among 410,000. Potency, µM (series often up to 38.3 µM), for inactives: at the highest dose activity change, negative = inhibition, hits mostly inhibitors;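 note: loss of luciferase light is scored as toxicity; potency is the fitted concentration of half-maximal effect; % is set by controls: 0 for no effect and ±100 for the full control effect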
#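 Seeding density was 200 cells/uL; after overnight-length (12 h) culture, 23 nL compounds went on for 24 h at 37 °C. Readout used a luciferase detection reagent, luminescence taken after 12 min at room temperature.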
# TDP43 rescue = TDP-43 toxicity inhibition in yeast; TDP-43 expressing yeast growth rescue, BacTiter-Glo, 24 h; Potency, µM (doses to about 46.1 µM), for inactives: at the top dose growth rescue (activation), actives largely listed as activators; hit rate 1.8% among 410,000; AID 652104; note: potency is the fitted concentration of half-maximal effect; % of control where 0% means no effect; nearly all actives have a fitted effect of over 50% in size
#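 Galactose-induced TDP-43 yeast, OD600=0.02, compound pinned; 24 hr, 30 deg C; BacTiter-Glo luminescence for growth. Inhibitors of TDP-43 toxicity read as activators.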
# D3 ag = D3 dopamine receptor (human) agonism; P35462; D3R DiscoveRx beta-arrestin cells, luminescence, 90 min; max activation, %; hit rate 0.58% among 410,000; AID 652048; in the data active = max activation above about 30%; note: 0% is about no effect; mostly tested at two doses, the higher about 12 µM
#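 Agonist mode: compounds and dopamine controls were applied to plated cells for 90 min at 37 degrees C after an overnight attachment at 1500 cells/well. Luminescent read-out followed 30 - 60 minutes at room temperature with DiscoveRx detection reagent.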
# PTHR1 ag = agonists of human PTHR1 parathyroid hormone receptor; HEK293 GP2 PTHR1 cells, GloSensor cAMP luminescence, 1 h; Potency, µM (top dose mostly 115 µM), for inactives: at the top dose activation, usual class: activators; Q03431; hit rate 0.075% among 410,000; note: potency is the fitted concentration of half-maximal effect; nearly all actives have a fitted effect of over 55% in size; some results filed as inactive show a strong effect at the top dose; inactives centre near -15; many of its hits are not listed in these tables
# Target sequence (Q03431 whole entry, looked up): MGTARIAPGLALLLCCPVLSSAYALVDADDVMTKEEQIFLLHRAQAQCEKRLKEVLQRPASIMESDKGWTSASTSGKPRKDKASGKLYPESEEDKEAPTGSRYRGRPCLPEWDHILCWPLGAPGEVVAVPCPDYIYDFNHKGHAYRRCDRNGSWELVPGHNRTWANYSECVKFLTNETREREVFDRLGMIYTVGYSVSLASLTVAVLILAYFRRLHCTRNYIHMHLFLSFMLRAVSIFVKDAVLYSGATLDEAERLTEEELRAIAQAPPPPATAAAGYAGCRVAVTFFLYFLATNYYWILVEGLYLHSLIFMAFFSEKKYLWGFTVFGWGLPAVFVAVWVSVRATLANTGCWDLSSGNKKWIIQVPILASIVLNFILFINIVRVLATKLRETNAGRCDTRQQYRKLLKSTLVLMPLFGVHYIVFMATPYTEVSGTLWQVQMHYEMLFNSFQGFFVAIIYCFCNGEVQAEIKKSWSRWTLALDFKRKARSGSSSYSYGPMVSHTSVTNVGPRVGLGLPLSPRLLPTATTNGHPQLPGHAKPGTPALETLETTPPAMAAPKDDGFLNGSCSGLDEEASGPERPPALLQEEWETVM
#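 HEK-293-derived GP2 cells expressing PTHR1 and a GloSensor cAMP reporter, 3,000/well, plated overnight, given luciferin plus IBMX (each 0.5 mM as added) for 1 h at 37 °C, then compound for 1 h at 37 °C. Luminescence was read after 15 min at room temperature.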
# KB-V1 MDR tox = KB-V1 MDR subline cytotoxicity | KB-V1 MDR cells viability, CellTiter-Glo, 72 h | Potency, µM (series often up to 46.1 µM), for inactives: top-dose activity change, negative = cytotoxicity, hits mostly cytotoxic | hit rate 3.4% among 400,000; note: potency is the fitted concentration of half-maximal effect; % is set by controls: 0 for no effect and ±100 for the full control effect; nearly all actives have a fitted effect of over 60% in size
#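 qHTS viability screen in drug-selected KB-V1 MDR cells: 72 h compound treatment at 37 degrees C, ATP luminescence end point.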
# The depositor's hits bear a star; i = inactive; ? = inconclusive; nt = not tested or not shown; [ ] = remark or other dose. Unless noted, calls come from the whole dose curve; as a rule, active = well fitted curve in the direction sought with a large enough effect; inconclusive = small, poorly fitted or top-dose-only effect, or another doubt; inactive = no such curve, though single readings can be large; an effect the other way counts as inactive or inconclusive.
# Below each compound – TDP43 rescue | GLP1R inv ag | aSyn yeast inh | GLP1R ag | HEK293 tox | PTHR1 ag | KB-V1 MDR tox | D3 ag | DRD3 antagonist
- C[C@H]1CN([C@@H](C)CO)C(=O)CCCn2cc(nn2)CO[C@@H]1CN(C)C(=O)Nc1ccc(N2CCN(C)CC2)cc1
    8% | 13% | -5% | -8% | 3% | i | 4% | 0 | -9
- CC(C(=O)Nc1ccc2c(c1)OCO2)N(c1ccc(Cl)cc1)S(C)(=O)=O (stereo not drawn)
    12% | 10µM* | 15% | -6% | -10% | -9%[57.5 µM] | -25% | 2 | -7
- COC(=O)[C@]1(C)N[C@H](CN(C)C(=O)C2CCCCC2)[C@@H]2C(=O)N(C)C(=O)[C@@H]21
    8% | 16% | 0% | -5% | -2% | 11% | 0% | 0 | 15
- CCOc1cc(/C=N/NC(=O)COc2nc(C)cc(COC)c2C#N)ccc1O
    7% | 19% | -2% | 12% | 2% | -4% | -1% | 2 | 8
- S=C(NCc1ccc(Cl)c(Cl)c1)NCc1ccco1
    ? | ? | 6% | 0% | -9% | i | -3% | 7 | -15
- CCOC(=O)NN1C(=O)c2ccccc2NC1c1ccc(OC)c(OC)c1 (stereo not drawn)
    -2%[0.397 µM] | 54%[activator] | 4% | 3% | 5% | -1% | 15% | 9 | 12
- CCNC(=O)c1c(NC(=O)Cc2coc3cc(C)cc(C)c23)sc2c1CCCC2
    3% | 1% | nt | nt | 2% | ? | -1% | 2 | nt
- COc1ccc(C(CNS(=O)(=O)c2ccc(F)cc2)N2CCN(C)CC2)cc1 (stereo not drawn)
    8% | ? | 4% | 4% | 3% | -4% | -4% | -9 | 12
- CCn1c(SCC(=O)Nc2ccc(N(C)C)cc2)nnc1-c1cccc(C)c1
    13% | ? | 3% | 2% | -9% | i | -4% | -4 | 14
- CC1O[C@@H](O[C@H](C)CC[C@@H](C)O)C(O)C[C@H]1O (stereo partly drawn)
    20% | 10% | 0% | -4% | 0% | 0% | 18% | -4 | -4
- CN(C)C(CNC(=O)c1cc(S(=O)(=O)N2CCOCC2)ccc1F)c1cccs1 (stereo not drawn)
    17% | -15% | 2% | -6% | -8% | -13% | 4% | 1 | 11
- CC1=CCC2C(=O)N(c3ccc(Br)cc3C)C(=O)C2C1 (stereo not drawn)
    ? | ? | 0% | 4% | -2% | i | 1% | 2 | 22
- O=C(NC(=S)N1CCN(C/C=C/c2ccccc2)CC1)c1cccnc1
    -5% | -20% | -4% | 5% | -31% | i | -11% | 1 | 7
- Cc1ccc(S(=O)(=O)N[C@H](C(=O)OCC(=O)NC(=O)NCc2ccco2)C(C)C)cc1
    -7% | ? | 1% | 14% | -8% | -16% | -7% | -4 | -8
- COC(=O)c1ccc(NC(=O)CN2C(=O)CC(c3ccccc3)Sc3ccccc32)cc1 (stereo not drawn)
    21% | 4% | 1% | -10% | 4% | i | ? | 1 | nt
- CCOC(=O)C1CCN(c2c(NCCN(CC)c3ccccc3)c(=O)c2=O)CC1
    14% | -15% | -7% | 11% | -27% | -25% | -20% | -6 | 6
- Cc1ccc(/C=C(\NC(=O)c2ccccc2)C(=O)NC(Cc2ccccc2)C(=O)O)cc1 (stereo not drawn)
    5% | 11% | 4% | -7% | 2% | i | 19% | 1 | 9
- Cn1c(N)c(C(=O)COC(=O)c2cccs2)c(=O)n(C)c1=O
    -8% | 1% | 5% | 5% | 4% | i | 0% | 4 | -6
- CCN(C(=O)CSc1nnc(-c2ccco2)n1CC)c1c(N)n(Cc2ccccc2)c(=O)[nH]c1=O
    -9% | 5% | -6% | 7% | 1% | -9% | 8% | 27 | -3
- CCOc1cc(NC(=S)NCC2CCCO2)c(OCC)cc1NC(=O)c1cccc(C)c1 (stereo not drawn)
    -19% | 0% | -12% | -1% | ? | i | 0% | -3 | -29
- Cc1cc(C)n(CCc2nc3c4ccccc4nc(N4CCN(c5ccccc5)CC4)n3n2)n1
    10% | -6% | nt | nt | -7% | i | 16% | -7 | nt
- CCc1ccc(N=C2N=C(N)c3ccccc32)cc1
    17% | 12% | 3% | 1% | -4% | -13% | -5% | 1 | -12
- CCOc1ccc(S(=O)(=O)NC2CC2)cc1C(N)=O
    6% | 17% | -4% | 4% | 2% | -3% | -1% | 16 | 13
- O=C(Nc1ccccc1)N(Cc1cccs1)C1CCCC1
    ? | ? | -4% | -10% | -21% | ? | ? | -12 | -3
- O=C(O)CCNc1cc2ccccc2cc1C(=O)O
    -1% | 1% | -6% | -7% | -1% | -8%[57.5 µM] | 24% | 0 | 20
- COc1ccc(NC(=O)CCN2CCCCCC2)c(OC)c1
    -10% | -1% | 0% | 6% | -23% | -12%[57.5 µM] | 11% | -24 | -55*
- CCOc1cc(N2CCOCC2)c(OCC)cc1NC(=O)Cc1cccc2ccccc12
    10% | ? | 2% | 1% | -11% | i | ? | 1 | 12
- COC(=O)c1ccc2c(=O)[nH]c(COC(=O)c3cccc(S(=O)(=O)N4CCOCC4)c3)nc2c1
    -21% | -1% | -1% | 8% | 3% | -9% | 18% | -10 | 1
- CC(Sc1nc(N)cc(=O)[nH]1)C(=O)N1CCOCC1 (stereo not drawn)
    -26% | 19% | 0% | 11% | 9% | -25% | ? | 3 | -5
- CCN(CC)S(=O)(=O)c1cc(C(=O)Nc2cc(C)[nH]n2)ccc1Cl
    3% | -19% | 4% | -2% | -19% | -46%[inhibitor] | ? | -10 | 23
- O=C(CCc1ccc(Oc2cc([N+](=O)[O-])cc([N+](=O)[O-])c2)cc1)N1CCCCCC1
    ? | ? | 7% | 23% | -6% | -26% | ? | 3 | -11
- CCCN(Cc1ccc(C)cc1)C(=O)c1ccc(CNS(=O)(=O)c2ccc(C(C)=O)cc2)cc1
    -17% | ? | -5% | -6% | -6% | -88%[inhibitor] | -12% | -5 | ?
- CCCCN(CCCC)C(=O)c1ccccc1NC(=O)CN1C(=O)c2ccccc2C1=O
    17% | -3% | 1% | -10% | 1% | -13%[57.5 µM] | -3% | 7 | 10
- O=C(CSCc1cc(=O)n2nc(C3CC3)sc2n1)Nc1ccc(F)cc1
    -10% | 12% | 1% | -5% | -13% | -1% | -8% | -6 | 0
- O=C(C[n+]1cc(-c2ccccc2)n2c1CCC2)Nc1nc(-c2ccccc2)cs1
    16% | 2% | 1% | -5% | -17% | i | -5% | 3 | -7
- Cc1cccc(CN(C)CCc2ccccn2)c1
    -15% | 0% | -1% | -1% | 2% | 11%[57.5 µM] | -24% | -41 | -26
- CCC(=O)c1ccc(Oc2nc3c(c(=O)n(C)c(=O)n3C)n2CC)cc1
    4%[1.82 µM] | 12% | 0% | 4% | -5% | -11% | -29% | 4 | -19
- CC1CN(C(=O)c2cc(S(=O)(=O)N3CCCCC3)ccc2Cl)CC(C)O1 (stereo not drawn)
    12% | -26% | -1% | 2% | -16% | i | 21µM* | 2 | -8
- O=C(COC(=O)c1cncc(Br)c1)Nc1ccc2c(c1)OCO2
    1% | 5% | -8% | 1% | 20% | i | 5% | 6 | 6
- Cc1c(-c2nc(-c3ccc4c(c3)[nH]c(=O)n4C)no2)cccc1[N+](=O)[O-]
    18% | 9% | -1% | -6% | -2% | i | 11% | 4 | nt
- CCN1CCN(c2ccc(S(=O)(=O)N3CCCCC3)cc2NC(=O)c2cccc(NC(C)=O)c2)CC1
    -13% | -23% | -1% | 5% | -1% | i | 4% | 15 | 9
- COc1ccc(CNC(=O)c2cc3c(s2)CN(Cc2ccccc2)C3)cc1
    -3% | ? | 3% | 5% | 18% | -10% | ? | -15 | -21
- O=C(Cc1ccc2ccccc2c1)NC(Cc1ccccc1)C(=O)O (stereo not drawn)
    8% | 6% | 1% | -4% | 3% | -26% | -3% | -2 | 0
- Cc1cc(-n2cnnn2)ccc1C(C)C
    -17%[0.397 µM] | 50%[activator] | 2% | 28% | -6% | -9% | 0% | 8 | 5
- O=C(/C=C/c1ccoc1)c1ccccc1O
    19% | 4% | 3% | -5% | 3%[1.53 µM] | i | 2% | 2 | 19

# Arranged by molar mass (lowest first): eight of the compounds above.
# Below each compound – TDP43 rescue | GLP1R inv ag | aSyn yeast inh | GLP1R ag | HEK293 tox | PTHR1 ag | KB-V1 MDR tox | D3 ag | DRD3 antagonist
- O=C(/C=C/c1ccoc1)c1ccccc1O
    19% | 4% | 3% | -5% | 3%[1.53 µM] | i | 2% | 2 | 19
- Cc1cccc(CN(C)CCc2ccccn2)c1
    -15% | 0% | -1% | -1% | 2% | 11%[57.5 µM] | -24% | -41 | -26
- COc1ccc(CNC(=O)c2cc3c(s2)CN(Cc2ccccc2)C3)cc1
    -3% | ? | 3% | 5% | 18% | -10% | ? | -15 | -21
- O=C(COC(=O)c1cncc(Br)c1)Nc1ccc2c(c1)OCO2
    1% | 5% | -8% | 1% | 20% | i | 5% | 6 | 6
- O=C(CSCc1cc(=O)n2nc(C3CC3)sc2n1)Nc1ccc(F)cc1
    -10% | 12% | 1% | -5% | -13% | -1% | -8% | -6 | 0
- CC1CN(C(=O)c2cc(S(=O)(=O)N3CCCCC3)ccc2Cl)CC(C)O1 (stereo not drawn)
    12% | -26% | -1% | 2% | -16% | i | 21µM* | 2 | -8
- O=C(CCc1ccc(Oc2cc([N+](=O)[O-])cc([N+](=O)[O-])c2)cc1)N1CCCCCC1
    ? | ? | 7% | 23% | -6% | -26% | ? | 3 | -11
- CCCN(Cc1ccc(C)cc1)C(=O)c1ccc(CNS(=O)(=O)c2ccc(C(C)=O)cc2)cc1
    -17% | ? | -5% | -6% | -6% | -88%[inhibitor] | -12% | -5 | ?

# Screens: PubChem BioAssay, National Center for Advancing Translational Sciences (NCATS)

# These rows are one share of the data; count on the stated rates, not on these rows.
